Screening results from PubChem BioAssay.
CRFR2-BP antag = antagonists of CRF-BP/CRF-R2 complex, primary screen, cell-based, HEK293, calcium dye fluorescence, uHTS | CRF-induced calcium fluorescence | inhibition, % at 11.8 µM | hit rate 0.59% among 350,000;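 active = inhibition of the ligand-induced calcium signal above about 50% at the single tested concentration, limit read from the data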
DNA FID counter = compounds displacing fluorescent DNA intercalator, primary screen, artefact control for HCV NS3 helicase inhibitor project, biochemical, FID fluorescence; inhibition, % at 7.9 µM; DNA fluorescent intercalator displacement; hit rate 0.17% among 290,000; in the data active = inhibition above about 37%;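 note: 0% = vehicle and 100% = reference compound; higher means more ethidium bromide displaced from hairpin DNA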
GalR3 antag = GalR3 antagonists in HEK293 cells, primary screen, cell-based, fluorescence readout; Galanin receptor type 3 (Homo sapiens), O60755; HEK293 GalR3-CNG cAMP membrane potential fluorescence; galR3 body fused to GalR1 C-terminus; inhibition, % at 3 µM; hit rate 0.44% among 360,000;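 active = inhibition above the screen-wide average plus 3 SD, cut at about 13% in these data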;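 note: forskolin and galanin both at EC90 stimulate the cells; cAMP rise reported by CNG channel membrane potential dye signal; 0% = forskolin plus galanin with DMSO and 100% = forskolin alone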
UBC9 SUMO inh = inhibitors of in vitro SUMOylation cascade, primary screen, biochemical, HTRF, uHTS; HTRF SUMOylation assay, SAE1/SAE2 + UBC9; inhibition, % at 35 µM; hit rate 0.36% among 290,000; AID 2006, 2009; in the data active = inhibition above about 50%, passing the limit was not always enough; note: strong numbers were not always called active
Target sequence (P63279 whole entry, looked up): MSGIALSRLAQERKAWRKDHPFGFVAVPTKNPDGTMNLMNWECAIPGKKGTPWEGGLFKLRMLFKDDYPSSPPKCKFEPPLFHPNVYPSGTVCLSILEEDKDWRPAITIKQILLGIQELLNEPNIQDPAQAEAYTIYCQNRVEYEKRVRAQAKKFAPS
CRFBP-R2 agonist = agonists of CRF-BP/CRF-R2 complex, primary screen, cell-based, HEK293, calcium dye fluorescence, uHTS; activation, % at 13.2 µM; calcium dye fluorescence (FLIPR); percent of saturating CRF peptide response; hit rate 0.46% among 350,000; CRF-binding protein / CRF receptor 2 complex (human);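 active = activation of at least 50%, plus an integration ratio under a set limit after plate pattern correction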;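 note: plate controls were neutral control wells without compound for no effect and CRF at EC100 for full effect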
NS3 helicase inh = inhibitors of HCV NS3 helicase, primary screen, biochemical, Cy5 molecular beacon fluorescence; NS3 helicase DNA unwinding; inhibition, % at 10.9 µM; hit rate 0.56% among 290,000;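 active = inhibition above the mean of all tested compounds plus 3 SD, set per campaign, cut at about 35% in these data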;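 note: 0% = DMSO wells and 100% = thioflavine S control wells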
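Measured by: Cy5 fluorescence, 0 and 60 min reads / Assay system: NS3 helicase fragment of HCV / Control set: low DMSO, high thioflavine S at 110 µM / Times: 1 h reaction at 25 °C, ATP-initiated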
MEKK2 mut-MEK5 = MEK5 binding signal on mutant MEKK2 PB1, primary screen, biochemical, multiplex bead flow cytometry, Alexa488-MEK5; Alexa488-MEK5 binding to MEKK2 mutant; percent response, % at 10 µM; hit rate 0.35% among 290,000; in the data active = percent response above about 24%, passing the limit was not always enough; note: inactives centre near 1; some results filed as inactive read as strong as hits
MEKK3 PB1 HTS = modulators of MEKK3-MEK5 PB1 binding, primary screen, biochemical, wildtype MEKK3, multiplex bead flow cytometry, Alexa488-MEK5; binding response (% of control), % at 10 µM; AID 1529, 2009; hit rate 1.4% among 290,000; Mitogen-activated protein kinase kinase kinase 3 (Homo sapiens), Q99759; bead-based flow cytometry, Alexa488-MEK5 binding to MEKK3; actives lie on both sides; 0 = blocked by unlabeled MEK5, 100 = vehicle;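 active = binding response more than 3 SD above or below the average of its plate-row segment, actives on both sides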;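 note: Alexa488 bead fluorescence after subtracting the streptavidin-only scavenger bead signal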
Target sequence (Q99759 whole entry, looked up): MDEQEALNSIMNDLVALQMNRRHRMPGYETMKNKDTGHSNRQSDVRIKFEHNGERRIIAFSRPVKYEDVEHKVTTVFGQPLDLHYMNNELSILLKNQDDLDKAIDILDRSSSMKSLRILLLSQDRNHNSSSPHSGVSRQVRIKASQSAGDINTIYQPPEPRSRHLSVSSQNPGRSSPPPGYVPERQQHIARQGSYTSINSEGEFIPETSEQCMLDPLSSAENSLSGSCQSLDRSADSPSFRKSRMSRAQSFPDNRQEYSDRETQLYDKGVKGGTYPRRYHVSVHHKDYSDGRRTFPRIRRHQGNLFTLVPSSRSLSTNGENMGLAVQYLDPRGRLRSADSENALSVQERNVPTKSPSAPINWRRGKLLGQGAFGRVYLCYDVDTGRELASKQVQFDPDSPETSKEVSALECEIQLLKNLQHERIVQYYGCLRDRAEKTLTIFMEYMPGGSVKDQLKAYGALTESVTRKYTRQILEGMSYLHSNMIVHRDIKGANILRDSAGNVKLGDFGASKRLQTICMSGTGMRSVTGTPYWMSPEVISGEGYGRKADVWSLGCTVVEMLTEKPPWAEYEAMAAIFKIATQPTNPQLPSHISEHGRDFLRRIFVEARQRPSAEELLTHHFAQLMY
MEKK2wt PB1 HTS = modulators of MEK5 binding to wildtype MEKK2, primary screen, biochemical, multiplex bead flow cytometry, Alexa488-MEK5. Mitogen-activated protein kinase kinase kinase 2 (Homo sapiens), Q9Y2U5. Alexa488-MEK5 binding to MEKK2 WT; actives lie on both sides. binding response (% of control), % at 10 µM. hit rate 1.1% among 290,000. AID 1531, 2009; in the data active = binding response below about 67% or above about 130%
Numbers without * were called inactive; / = not tested or not shown; [ ] = remark or other dose. This is a subset (hit frequency here may not be typical).

SMILES	CRFR2-BP antag	DNA FID counter	GalR3 antag	UBC9 SUMO inh	CRFBP-R2 agonist	NS3 helicase inh	MEKK2 mut-MEK5	MEKK3 PB1 HTS	MEKK2wt PB1 HTS
Cc1onc(-c2c(Cl)cccc2Cl)c1C(=O)Nn1cnnc1	-2	4	-1	32	1.1	-1	6	101	104
Cc1ccsc1C1C(C#N)=C(N)OC2=C1C(=O)CC(C)(C)C2 (stereo not drawn)	5	7	-7	-4	-3.1	-4	-2	96	102
CC(C)CCn1c(COc2ccccc2)n[nH]c1=S	5	-14	2	0	-1.5	7	-4	101	98
NC(=O)COC(=O)CCSc1ccc(Cl)cc1	-10	-3	-5	16	-1.1	7	2	101	99
COCCNC(=O)COc1ccc(Br)cc1Cl	-18	-3	/	-11	30	-10	-3	100	103
O=S(=O)(c1cnc[nH]1)N1CCN(C(c2ccc(F)cc2)c2ccc(F)cc2)CC1	-8	-22	-1	2	0.8	-5	-4	101	100
O=C(c1ccc(COc2ccccc2Br)o1)N1N=C(C(F)F)CC1(O)C(F)F (stereo not drawn)	-25	-10	-3	-3	-1.1	-11	0	109	110
Cc1ccc(NC(=S)NCc2ccc(S(N)(=O)=O)cc2)cc1Cl	-35	-3	-8	10	-0.5	5	-5	99	97
O=C(COC(=O)c1ccco1)Nc1ccccc1	11	-11	-6	21	1.0	8	2	97	99
Cc1ccc(S(=O)(=O)CCC(=O)Nc2nccs2)cc1	2	-1	-4	18	-0.3	-1	9	101	102
c1cc2c(cc1CN1CCOCC1)OCO2	38	-1	3	7	-1.2	-6	-1	98	96
Cc1nc(S/C(=C/c2ccc(-c3cc(Cl)ccc3C)o2)C(=O)O)n[nH]1	18	-14	-4	-13	-0.5	24	-5	98	98
CCC(=O)N1CCN(c2ccc(NC(=O)c3ccc(N4CCOCC4)c([N+](=O)[O-])c3)cc2)CC1	-5	-30	0	7	-0.5	-7	10	104	107
CC1Cc2nc(SCC(=O)N3CCOCC3)n(C)c(=O)c2S1 (stereo not drawn)	-3	-4	-4	8	-0.8	0	3	104	110
CCC(=O)NCc1cc(-c2nn(C)c(=O)c3ccccc23)ccc1OC	10	-16	-3	29	0.1	19	3	112	102
Cc1cc(-c2ccccc2)n(-c2ccc(C(=O)NC(C)C)cc2)n1	-3	-23	-3	17	0.5	-6	4	107	112
CC(C)(C)C(=O)Cn1ncc(Br)c(Br)c1=O	27	-4	-9	15	-2.4	-1	-4	98	96
CC(NS(=O)(=O)c1ccc(CCC(=O)NCc2cccnc2)cc1)c1ccccc1 (stereo not drawn)	-12	-12	-3	-4	2.9	1	0	96	94
Oc1ccccc1C(=S)N1CCCC1	1	1	-6	-3	0.1	-4	2	103	106
Cc1ccc(/C=C/C(=O)Nc2nnc(C)s2)o1	-93	-2	3	8	0.5	-1	-2	98	98
Cc1ccc(NC(=O)C2(NC(=O)c3ccccn3)CCCCC2)cc1Br	-25	-18	-1	15	-4.9	-10	1	106	102
COc1cccc(CN2C(=O)c3ccccc3S2(=O)=O)c1	-15	-10	-7	19	-3.2	-5	-3	101	103
O=C(/C=C/c1ccc(Cl)cc1Cl)Nc1ccncc1	-22	13	-4	10	0.3	-6	-3	92	94
O=C(NC1CCCCC1)c1cc([N+](=O)[O-])ccc1N1CCCC1	-13	-13	-3	-7	-1.3	14	6	96	101
Cc1cc(C)c2nc(NC(=O)C3CC(=O)N(Cc4ccco4)C3)sc2c1 (stereo not drawn)	-16	-31	-4	3	1.5	13	-10	103	84
CC(=O)Nc1ccc(N(C(=O)c2ccco2)C(C(=O)NC2CCCC2)c2ccncc2)cc1 (stereo not drawn)	3	-9	-9	9	-1.4	-9	7	103	104
N#Cc1cn(CC(=O)N2CCCc3ccccc32)c2ccccc12	-10	-17	-2	10	-0.2	-10	14	87	98
C=C(C)C1CCC(C)=C1CC(C)(C)/C=N\n1cnnc1 (stereo not drawn)	17	-16	-11	-8	-3.3	5	-1	101	99
c1ccc(-c2nc3ccccc3[nH]2)nc1	8	0	-3	24	-2.6	3	0	98	99
Cc1cc(C(=O)NC(C)c2ccccc2)c2cc(F)ccc2n1 (stereo not drawn)	26	-15	-5	-2	0.2	5	-1	103	95
Cc1c(C(=O)N2CCC(C(N)=O)CC2)sc(N)c1C#N	22	-4	-4	11	-1.9	-2	1	107	107
Cc1ccc(-n2nnnc2SCC(=O)Nc2ccccc2-c2ccccc2)cc1C	-22	-22	-2	-16	-0.3	-12	6	100	100
CC(C)CNC(=S)N(CCCO)Cc1cc2cc3c(cc2[nH]c1=O)OCO3	4	-13	1	27	0.1	-4	5	111	111
CCCCn1cc(C(C)(C)C)c(C#N)c1NC(C)=O	-8	-5	-3	9	0.5	5	-13	46*[inhibitor]	52*[inhibitor]
C=CCn1cc(C(=O)N2CCc3ccccc3C2)c(=O)c2cc(S(=O)(=O)N(CC)CC)ccc21	0	-45	4	-17	-0.7	-4	-2	92	91
CC(Oc1ccccc1)C(=O)Nc1oc(-c2ccco2)c(-c2ccco2)c1C#N (stereo not drawn)	38	-24	-3	41	1.7	53*	-1	107	102
Cc1ccc(S(=O)(=O)Cc2cc(-c3ccc(Cl)cc3)no2)cc1	12	-5	-9	-11	1.6	-7	0	100	99
CN1CCC(NC(=O)Nc2cccc(C(F)(F)F)c2)CC1	-2	12	-4	6	0.3	-9	-9	92	97
Cc1cc(C)c(OCC(=O)N/N=C/c2ccco2)c(C)c1	4	-10	-3	21	-0.2	-4	5	103	104
CC1(C(=O)OCC(=O)Nc2ccc(C(N)=O)cc2)CC1(Cl)Cl (stereo not drawn)	4	2	-4	12	2.2	11	13	104	68
Cc1sc(Cc2nc(O)cs2)nc1-c1ccccc1	-3	-5	-3	8	4.7	-1	-1	100	95
COc1ccc(CN(C(=O)/C=C/c2ccco2)C2CCS(=O)(=O)C2)cc1OC (stereo not drawn)	1	-44	3	2	-0.4	27	4	102	100
O=C(CSc1nccc(=O)[nH]1)Nc1ccc(Br)c(Cl)c1	-5	-8	-3	32	0.1	-7	-3	91	93
O=S(=O)(/N=C(/Nc1cc(N2CCOCC2)ncn1)c1ccccc1)c1ccccc1	6	-4	5	2	2.8	-1	8	102	102
CCOC(=O)C1(Cc2cccc(OC)c2)CCN(Cc2cccc(OC)c2O)CC1	-4	5	-4	12	-0.1	-2	3	98	105
O=C(c1ccccc1)N(Nc1ccccc1)c1ccccc1	18	-8	-5	8	-0.2	-14	-8	107	90
CCN(CC)S(=O)(=O)c1ccc2c(c1)N(CC(=O)NCc1ccco1)C(=O)CO2	83*	-11	-7	-6	-0.8	19	-9	82	89
CCOP(=O)(OCC)c1nc(-c2cccc3ccccc23)oc1NCc1ccccc1	-22	-3	2	8	0.0	-10	11	109	123
COC(=O)Cn1ccc(-c2ccc(Cl)cc2)c(C#N)c1=O	2	0	-2	12	-0.4	0	-1	99	96
CCc1nc(N)c(C#N)c(-c2ccc(F)cc2)c1C	5	-2	-2	12	1.8	1	3	102	97
COc1cccc(NC(=O)CCC2CCN(C(=O)c3scnc3C)CC2)c1	4	-23	3	-4	0.3	3	1	99	95
Cc1cc(NCCOCCO)n2ncc(-c3ccc(Cl)cc3)c2n1	3	-6	-4	25	0.1	-15	1	96	93
CC1C(=NO)C(C)C(c2ccccc2)NC1c1ccccc1 (stereo not drawn)	10	-7	-5	13	1.2	2	0	99	98
CCC1CCc2c(c3ccccc3[nH]c2=O)O1 (stereo not drawn)	1	-1	-3	24	-1.4	2	/	/	/
O=C(Nc1cccc(-c2csc(Nc3ccc(Cl)cc3)n2)c1)c1cccc(C(F)(F)F)c1	-5	/	-4	4	0.7	/	9	123*	96
CCN(C(=O)COC(=O)Cc1c[nH]c2ccccc12)C1CCS(=O)(=O)C1 (stereo not drawn)	5	-10	-2	-2	-1.1	9	4	101	105
CC(=O)Nc1cc(-c2ccccc2)ccc1O	-6	-2	-5	20	-3.1	2	3	100	99
O=S(=O)(Oc1ccc(Cl)cc1)c1cccc2cccnc12	-1	-10	-5	18	-0.2	-8	6	104	104
O=C(CNS(=O)(=O)c1ccc([N+](=O)[O-])cc1)N/N=C\c1ccc(O)cc1	-26	-4	-12	17	65*	9	8	110	105
COC(=O)c1c(C)[nH]c(C(=O)/C=C/c2ccccc2Cl)c1C	-11	-7	-7	-6	0.0	-9	-20	84	79

The list continues:
SMILES	CRFR2-BP antag	DNA FID counter	GalR3 antag	UBC9 SUMO inh	CRFBP-R2 agonist	NS3 helicase inh	MEKK2 mut-MEK5	MEKK3 PB1 HTS	MEKK2wt PB1 HTS
COc1ccc(/C(O)=C2/C(=O)C(=O)N(CCN(C)C)C2c2ccc(OC)c(OC)c2)c(C)c1 (stereo not drawn)	-12	2	-2	/	3.6	-3	7	97	101
Nc1nonc1C(=O)NCCNCc1c(OCc2ccccc2F)ccc2ccccc12	-46	11	-14	1	-0.7	-37	26*	111	164*
COc1ccc2nc(N3C(=O)CC(Cc4ccc(Cl)cc4)C3=O)sc2c1 (stereo not drawn)	-5	-32	1	21	5.9	30	2	107	103
Cc1nn(C)cc1/C=N/NC(=O)Cn1nccc1C	-4	-6	-4	4	-3.9	-9	-1	90	100
Nc1ccc2nc(-c3ccccn3)[nH]c2c1	-16	-4	-2	9	-2.8	-6	5	104	100
CC(OC(=O)c1ccco1)C(=O)Nc1ccc(Cl)cn1 (stereo not drawn)	1	-3	-6	0	-0.4	9	1	105	101
O=C(CN1CCN(Cc2ccccc2)CC1)Nc1cccc(C(F)(F)F)c1	-29	10	0	-5	5.5	-15	5	101	106
Cc1ccc(-c2c(C)n([O-])c3c([n+]2=O)CCC3)cc1	-2	0	-12	13	2.4	7	-1	104	108
COc1ccc(CCC(=O)NNC(=O)c2cc(Cl)ccc2OC)cc1OC	1	-26	-9	10	1.4	4	1	99	102
O=C(NCc1ccccc1)c1ccc(F)c(S(=O)(=O)N2CCOCC2)c1	10	-6	-2	20	-0.3	1	2	108	107
Nc1nnc(SCC(=O)Nc2ccccc2N2CCOCC2)s1	29	-3	-6	1	-1.4	0	/	/	/

Full records, quoted from the list. Order of values: CRFR2-BP antag, DNA FID counter, GalR3 antag, UBC9 SUMO inh, CRFBP-R2 agonist, NS3 helicase inh, MEKK2 mut-MEK5, MEKK3 PB1 HTS, MEKK2wt PB1 HTS
Entry for O=C(c1ccc(COc2ccccc2Br)o1)N1N=C(C(F)F)CC1(O)C(F)F (stereo not drawn) : -25, -10, -3, -3, -1.1, -11, 0, 109, 110
Entry for Cc1ccc(NC(=S)NCc2ccc(S(N)(=O)=O)cc2)cc1Cl : -35, -3, -8, 10, -0.5, 5, -5, 99, 97
Entry for CC(C)CCn1c(COc2ccccc2)n[nH]c1=S : 5, -14, 2, 0, -1.5, 7, -4, 101, 98
